Source: PubChem BioAssay (several laboratories)
HTR5A inv ag – counter-screen for OPRM1-OPRD1 inverse agonists: human HTR5A inverse agonism; 340,000 tested, 0.083% active; HTR5A cell line, luminescence; AID 504634; inhibition, % at 9.3 µM; in the data active means inhibition mostly above about 23%, no sharp cut-off; inactive means mostly below about 18%;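 further: 0% = cells with DMSO and 100% = no-cell wells with DMSO; some compounds called inactive have numbers as strong as hits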
OPRM1-OPRD1 ag – OPRM1-OPRD1 heterodimerization agonism | cells, luminescence | activation, % at 9.3 µM | 340,000 tested, 0.3% active; in the data active means activation above about 18%;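 further: 0% = vehicle-treated cells and 100% = reference agonist; values of inactives mirror those of a sister screen read the other way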
Target sequence (P35372 whole entry, looked up): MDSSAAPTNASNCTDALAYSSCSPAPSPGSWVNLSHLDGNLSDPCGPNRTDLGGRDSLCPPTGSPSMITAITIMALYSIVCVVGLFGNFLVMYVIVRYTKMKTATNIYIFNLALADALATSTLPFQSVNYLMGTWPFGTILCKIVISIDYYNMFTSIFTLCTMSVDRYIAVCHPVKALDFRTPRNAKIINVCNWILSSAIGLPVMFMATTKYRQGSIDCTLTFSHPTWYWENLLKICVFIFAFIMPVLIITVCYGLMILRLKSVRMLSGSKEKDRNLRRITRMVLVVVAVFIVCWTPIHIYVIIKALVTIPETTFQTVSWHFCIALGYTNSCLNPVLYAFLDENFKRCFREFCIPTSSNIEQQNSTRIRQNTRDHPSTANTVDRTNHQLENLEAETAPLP
Target sequence (P41143 whole entry, looked up): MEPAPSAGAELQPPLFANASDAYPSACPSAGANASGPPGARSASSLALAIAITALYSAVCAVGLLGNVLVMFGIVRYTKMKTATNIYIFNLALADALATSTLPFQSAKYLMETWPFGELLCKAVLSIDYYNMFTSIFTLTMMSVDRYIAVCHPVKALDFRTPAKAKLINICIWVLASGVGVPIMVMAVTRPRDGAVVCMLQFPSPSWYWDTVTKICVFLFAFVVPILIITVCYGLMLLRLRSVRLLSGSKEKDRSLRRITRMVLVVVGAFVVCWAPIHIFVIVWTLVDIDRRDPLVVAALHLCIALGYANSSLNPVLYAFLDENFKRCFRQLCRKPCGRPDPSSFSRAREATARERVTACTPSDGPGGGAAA
Keap1-Nrf2 PPI – inhibitors of human Keap1-Nrf2 protein-protein interaction. Q14145. AID 504523. Keap1 Kelch-Nrf2 peptide fluorescence polarization, 1536-well. 340,000 tested, 0.15% active. inhibition, % at 9.4 µM; in the data active means inhibition above about 12%;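 further: human Keap1 Kelch domain with fluorescein labeled Nrf2 9mer peptide probe; 0% = neutral control wells and 100% = peptide positive control; higher means more block of Keap1 binding to Nrf2 peptide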
RTF Ca sens act – increases calcium sensitivity of human cardiac regulated thin filaments; P19429+P45379; IANBD-labeled TnC RTF fluorescence at EC20 calcium; 0% EC20 calcium, 100% full calcium; activation, % at 7.2 µM; 340,000 tested, 0.24% active; AID 493008;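 active means activation above the mean over all tested compounds plus 3 SD, cut at about 30% in these data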;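 further: rise in fluorescence read as greater calcium sensitivity of cardiac thin filaments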
CAL PDZ FP – CAL PDZ (human) peptide binding inhibition; inhibition, % at 24.9 µM; AID 602252; Q9HD26; purified CAL PDZ, TMR-peptide fluorescence polarization, 1 h; 300,000 tested, 0.92% active;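 active means mean inhibition of at least 30% with at least half of replicates also reaching 30%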;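 further: 0% = DMSO neutral control and 100% = excess unlabeled competitor peptide PRC23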
OPRM1-OPRD1 inv – inverse agonists of human mu-delta opioid receptor heterodimerization; P35372+P41143; inhibition, % at 9.3 µM; 340,000 tested, 0.21% active; cell-based MOR-DOR heterodimer luminescence, inverse agonism; in the data active means inhibition above about 22%, passing the limit was not always enough;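 further: 0% = cells with DMSO and 100% = wells without cells with DMSO; values of inactives mirror those of a sister screen read the other way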
HTR5A ag ctr – activates human HTR5A in OPRM1-OPRD1 agonist counter-screen | P47898 | HTR5A agonist assay, luminescence, cell-based | activation, % at 9.3 µM | 340,000 tested, 0.61% active | AID 504692; in the data active means activation mostly above about 9.5%, no sharp cut-off; inactive means mostly below about 7.6%;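 further: 0% = cells with vehicle only and 100% = reference agonist; strong numbers were not always called active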
RTF Ca sens inh – cardiac RTF calcium desensitization; P19429+P45379; IANBD-labeled cardiac RTF, Ca2+ fluorescence; inhibition, % at 7.15 µM; 340,000 tested, 0.12% active;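 active means inhibition above the mean inhibition of all tested compounds plus 3 SD, cut at about 17% in these data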;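 further: assay run at fixed EC70 calcium of 1.6 mM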
V-ATPase pH – yeast V-ATPase proton transport regulation by pHLuorin; S. cerevisiae, pHLuorin cytosolic pH fluorescence; response, % at 10 µM; 350,000 tested, 0.37% active; in the data active means response mostly above about 7.3%, no sharp cut-off; inactive means mostly below about 5.4%; further: actives read high; inactives centre near 0; some compounds called inactive have numbers as strong as hits; reference of the scale not given here
C-LANA FP – KSHV C-LANA DNA binding inhibition; inhibition, % at 9 µM; 340,000 tested, 0.078% active; MBP-C-LANA/FAM-LBS DNA binding, fluorescence polarization;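 active means highest replicate inhibition at or above 60% at 9 µM, even if other replicates fall short; inactive means all replicates below 60% inhibition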;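 further: 0% = neutral control wells and 100% = 4 µM acridine orange control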
An asterisk follows results filed as active; nt = no result given. Random draw from the library. About 2.8% of those tested had a hit in this group.

# | structure | HTR5A inv ag | OPRM1-OPRD1 ag | Keap1-Nrf2 PPI | RTF Ca sens act | CAL PDZ FP
1 | N#Cc1c(-c2ccccc2)nc(-c2ccccc2)[nH]c1=O | -26 | 0.1 | -5 | 4 | -5
2 | CCCCCCN=CC1=C(O)C(C(=O)OC)C(C)(C)CC1=O (stereo unspecified) | -9 | -2.4 | -7 | -4 | -4
3 | Cc1onc(-c2ccccc2Cl)c1C(=O)NCc1nnnn1-c1ccc(F)cc1 | -5 | -1.6 | -2 | -5 | -3
4 | O=C(NCCC1=CCCCC1)C(=O)NCc1ccccc1Cl | 4 | 0.1 | 5 | 1 | 1
5 | CN(C(=O)c1ccc(C#N)cc1)c1nnc(-c2ccccn2)s1 | 7 | -2.8 | -6 | 6 | -4
6 | O=c1ccnc(Sc2ncccc2[N+](=O)[O-])[nH]1 | 3 | 0.7 | -3 | -4 | 7
7 | O=C(CCNC(=O)c1ccc([N+](=O)[O-])cc1)NCCC1=CCCCC1 | 5 | -1.0 | 2 | -4 | 1
8 | CC(CN1C(C)CCCC1C)OC(=O)c1ccc(Cl)cc1 (stereo unspecified) | 29 | -2.2 | -3 | 1 | 2
9 | Cc1cc(C(=O)OCC(=O)Nc2cc(S(=O)(=O)N(C)C)ccc2Cl)c2ccccc2n1 | 47 | -1.5 | 2 | 0 | -4
10 | O=C(CN1CCOCC1)N1CCCc2c1c(=O)oc1ccc(OCc3ccccc3)cc21 | -9 | 0.0 | -4 | 0 | -6
11 | C/C(Cn1cnc([N+](=O)[O-])n1)=N\NC(=O)c1cccnc1 | 7 | 0.6 | -2 | 9 | 2
12 | Cc1cc(Nc2ccc(Cl)cc2)nc(-c2ccccc2O)n1 | -4 | 3.5 | 2 | -5 | -3

# | OPRM1-OPRD1 inv | HTR5A ag ctr | RTF Ca sens inh | V-ATPase pH | C-LANA FP
1 | -1 | 0 | -4 | 12 | -2.5
2 | 12 | 3 | -1 | 3 | 7.6
3 | 10 | 2 | 0 | 3 | -1.5
4 | -1 | 7 | 2 | 0 | -0.7
5 | 17 | -2 | -10 | -2 | 0.1
6 | -3 | 2 | -5 | -3 | -1.8
7 | 6 | -2 | -2 | -1 | 0.5
8 | 12 | 6 | 4 | 3 | 2.3
9 | 7 | 5 | -1 | 1 | -0.5
10 | 0 | 4 | -10 | 2 | -0.8
11 | -4 | 1 | -14 | -1 | 2.4
12 | -17 | 1 | 10 | 1 | -2.4

New compounds follow
# | structure | HTR5A inv ag | OPRM1-OPRD1 ag | Keap1-Nrf2 PPI | RTF Ca sens act | CAL PDZ FP
13 | CCOc1ncccc1C(=O)OCC(=O)Nc1ccc2c(c1)OCCO2 | 5 | -2.0 | -5 | 0 | -2
14 | COc1ccc(S(=O)(=O)N(C)C)cc1NC(=O)C1CCN(c2ncnc3sc(C)c(C)c23)CC1 | -5 | -1.4 | -3 | -2 | nt
15 | COc1cccc(-c2cc(C(F)(F)F)nc(-n3cc(Cl)cn3)n2)c1 | 12 | 1.4 | 0 | -8 | -3
16 | Cc1ccc(/C=C/S(=O)(=O)NCC(=O)OCC(=O)Nc2ccc(C(N)=O)cc2)cc1 | 5 | -2.6 | -2 | -2 | -3
17 | CN1CCN(CCC(=O)Nc2ccccc2)CC1 | 14 | -0.8 | 1 | -2 | nt
18 | COc1ccc(-c2cc(-c3ccc(O)cc3)nc(N)c2C#N)cc1 | 16 | -1.1 | -3 | 3 | -11
19 | CCOC(=O)C1CCN(C2=NC(=O)/C(=C/c3ccc(Cl)cc3)S2)CC1 | 1 | -1.9 | 2 | -5 | -2
20 | CCOc1ccccc1/C=N/NC(=O)Cc1csc(Nc2cccc(C(F)(F)F)c2)n1 | -3 | 2.2 | -4 | -7 | 0
21 | CCOc1ccc(N(C)S(=O)(=O)c2ccc3[nH]cc(C(=O)NCCCOC)c(=O)c3c2)cc1 | -3 | 0.3 | -1 | -5 | nt
22 | COc1cccc(Cn2cc(C(=O)NCCN(C)C)nn2)c1 | 5 | -1.9 | -2 | 4 | nt
23 | CC(C)N(C(=O)CSc1nnc(NC2CC2)s1)c1ccccc1 | 10 | -0.8 | -1 | -2 | 32*
24 | O=C(NC(=S)NC1CCC(O)CC1)c1ccco1 (stereo unspecified) | -13 | -3.1 | 2 | -5 | nt

# | OPRM1-OPRD1 inv | HTR5A ag ctr | RTF Ca sens inh | V-ATPase pH | C-LANA FP
13 | 8 | -3 | -1 | -2 | -1.5
14 | 7 | 1 | 2 | 1 | 0.0
15 | -8 | 6 | 3 | -2 | -1.3
16 | 14 | -2 | 8 | 8 | -2.4
17 | 4 | -2 | -4 | 2 | -0.8
18 | 5 | -4 | -4 | -1 | -0.2
19 | 9 | 0 | -3 | -1 | -3.5
20 | -13 | 0 | -3 | -3 | -0.9
21 | -1 | 1 | 1 | -1 | 1.5
22 | 9 | 1 | -12 | 2 | -0.5
23 | 3 | -3 | 6 | -5 | -1.1
24 | 13 | 5 | 1 | -4 | -1.3

Other results.
# | structure | HTR5A inv ag | OPRM1-OPRD1 ag | Keap1-Nrf2 PPI | RTF Ca sens act | CAL PDZ FP
25 | COCCCNC(=O)Cn1c(=O)n(CC(=O)NCCc2ccc(OC)c(OC)c2)c(=O)c2sccc21 | 4 | -2.9 | -4 | -2 | -1
26 | O=C(CCCN1C(=O)c2cccc3cccc(c23)C1=O)N1CCN(c2ccccc2O)CC1 | -7 | 0.9 | -4 | 1 | 0
27 | CCCN(CCC)CC(O)CN1C(=O)NC(C)(C)C1=O (stereo unspecified) | -3 | -0.1 | -6 | 3 | 3
28 | CCN1CNC(=S)N(c2cc(C)ccc2C)C1 | -1 | -1.8 | -5 | 0 | nt
29 | C#CCOC(=O)c1ccccc1C(=O)O | 35 | -0.3 | 5 | -1 | -1
30 | COc1cc(NC(=O)c2noc(C)c2[N+](=O)[O-])c(OC)cc1Cl | -8 | 13 | -5 | 4 | 1
31 | COc1cc(C(=O)NCc2nnc(SCC(=O)NC3CCCCC3)o2)cc(OC)c1OC | -25 | -2.6 | 1 | 2 | -4
32 | O=C1CC(Sc2ncn[nH]2)C(=O)N1c1ccccc1 (stereo unspecified) | -12 | -0.4 | -4 | -2 | -2
33 | COc1ccc(C(CNC(=O)c2ccc(C)c(S(=O)(=O)N3CCOCC3)c2)N2CCCC2)cc1 (stereo unspecified) | -16 | -2.5 | -9 | 1 | -5
34 | COc1ccccc1/C=N/NC(=O)CSc1cc(C)nc2ccccc12 | 7 | -1.7 | -6 | 6 | nt
35 | CCC(CC)C(=O)Nc1c(C)n(C)n(-c2ccccc2)c1=O | -16 | 2.0 | -3 | -16 | -2
36 | Cc1cccc(CC2CC(=O)N(c3nc4ccccc4s3)C2=O)c1 (stereo unspecified) | 2 | -1.1 | 0 | 5 | -3

# | OPRM1-OPRD1 inv | HTR5A ag ctr | RTF Ca sens inh | V-ATPase pH | C-LANA FP
25 | 15 | 2 | 2 | 1 | -0.6
26 | -5 | 2 | -16 | 1 | -0.8
27 | 0 | 1 | 2 | 2 | 0.1
28 | 9 | 0 | -6 | 0 | 0.1
29 | 2 | -3 | 2 | 3 | -0.5
30 | -64 | 2 | -5 | 0 | 0.3
31 | 13 | -2 | 6 | 0 | 0.8
32 | 3 | -4 | -3 | 0 | 1.7
33 | 10 | 0 | -11 | 2 | 3.2
34 | 9 | 7 | -5 | -1 | -1.9
35 | -11 | 5 | 0 | -6 | 1.0
36 | 6 | 2 | -12 | -2 | -1.5

Records listed above that bear a hit mark in CAL PDZ FP:
#	mol	OPRM1-OPRD1 ag	Keap1-Nrf2 PPI	RTF Ca sens act	CAL PDZ FP	OPRM1-OPRD1 inv	V-ATPase pH	C-LANA FP
23	CC(C)N(C(=O)CSc1nnc(NC2CC2)s1)c1ccccc1	-0.8	-1	-2	32*	3	-5	-1.1

(more compounds)
# | structure | HTR5A inv ag | OPRM1-OPRD1 ag | Keap1-Nrf2 PPI | RTF Ca sens act | CAL PDZ FP
37 | COc1cc(C(=O)NNC(=O)C2CCC2)cc(OC)c1OC | -6 | -4.5 | -4 | 2 | -1
38 | CN1CCN(/N=C/c2nc(-c3ccccc3Cl)n3ccccc23)CC1 | -10 | -1.6 | 4 | 5 | -6
39 | COc1ccc(-c2nnn(CC(=O)N3CCN(c4ccccc4OC)CC3)n2)cc1OC | 7 | -2.6 | 2 | -2 | -1
40 | CCOC(=O)c1c(NC(=O)COc2ncnc3ccccc23)sc(C)c1CC | -25 | -0.9 | 6 | -13 | -3
41 | COC(=O)c1cc(S(=O)(=O)N2CCC(c3ccccc3)C2)c[nH]1 (stereo unspecified) | 8 | -0.7 | 0 | -1 | -7
42 | CCOC(=O)c1cnc2c(cnn2C)c1NCCCN(C)C | -18 | -2.1 | -3 | 2 | -2
43 | COc1cc(/C=C/C(=O)c2c(O)ccc3c(C)cc(=O)oc23)ccc1O | 24 | -3.6 | 3 | -2 | nt
44 | O=C(CCCSc1nc2ccccc2s1)NCc1ccc2c(c1)OCO2 | -14 | -1.8 | 3 | 2 | -2
45 | COC(=O)Nc1ncc(CN2CCCCC2)s1 | -15 | 0.4 | 1 | 1 | 2
46 | Cn1cc(CNCCCn2ncc3ccccc32)c(-c2ccccc2F)n1 | -29 | -1.2 | -9 | -6 | -2
47 | COc1ccc([N+](=O)[O-])cc1NC(=O)C(C)OC(=O)CSC(C)C(=O)Nc1cc(C)on1 (stereo unspecified) | -3 | 3.1 | -5 | 0 | -1
48 | Cc1ccccc1Cn1c(-c2cncs2)nc2ccccc21 | -1 | 2.8 | -9 | 4 | 0
49 | Cc1ccc(N2C(=O)CC(Cc3cc(C)cc(C)c3)C2=O)cc1 (stereo unspecified) | 25 | -1.1 | 0 | 5 | -1
50 | COc1ccccc1NC(=O)c1ccc(Cl)c(S(=O)(=O)NCc2ccco2)c1 | 6 | -2.0 | 2 | 1 | nt

# | OPRM1-OPRD1 inv | HTR5A ag ctr | RTF Ca sens inh | V-ATPase pH | C-LANA FP
37 | 17 | 2 | -10 | 5 | -1.4
38 | 8 | 1 | -7 | 1 | -3.9
39 | 13 | -3 | -8 | -2 | -1.3
40 | 5 | 4 | -6 | 2 | -1.6
41 | 4 | -2 | 2 | 3 | -1.5
42 | 11 | -2 | -3 | -9 | -0.7
43 | 15 | -5 | -7 | 6 | 0.4
44 | 9 | 1 | -5 | 4 | 0.2
45 | -2 | -1 | -2 | 4 | -0.5
46 | 6 | 6 | -12 | -1 | -0.7
47 | -20 | 6 | -20 | 4 | -0.8
48 | -16 | 1 | 3 | 3 | -0.1
49 | 5 | -2 | -4 | -4 | -0.4
50 | 8 | -2 | -11 | 2 | 0.7

One compound at a time, from the list above. Values in the order: HTR5A inv ag | OPRM1-OPRD1 ag | Keap1-Nrf2 PPI | RTF Ca sens act | CAL PDZ FP | OPRM1-OPRD1 inv | HTR5A ag ctr | RTF Ca sens inh | V-ATPase pH | C-LANA FP
`COC(=O)Nc1ncc(CN2CCCCC2)s1` is listed with -15 | 0.4 | 1 | 1 | 2 | -2 | -1 | -2 | 4 | -0.5
`CN1CCN(/N=C/c2nc(-c3ccccc3Cl)n3ccccc23)CC1` is listed with -10 | -1.6 | 4 | 5 | -6 | 8 | 1 | -7 | 1 | -3.9
`COc1cc(C(=O)NNC(=O)C2CCC2)cc(OC)c1OC` is listed with -6 | -4.5 | -4 | 2 | -1 | 17 | 2 | -10 | 5 | -1.4
